Growth percent in the NCI-60 one-dose screen (48 h, 10 µM unless noted): 100 = growth as untreated, 0 = no growth, -100 = all killed.
U251: U251 CNS tumor cells; 5.4% of 80,000 active
SK-OV-3: SK-OV-3 ovarian cancer cells; 3.2% of 80,000 active
SF-268: SF-268 CNS cancer cells | 3.1% of 82,000 active | AID 1794759
DU-145: DU-145 prostate cancer. 4.2% of 81,000 active
PC-3: PC-3 prostate cancer cells; 3.9% of 80,000 active; AID 1794754
OVCAR-3: OVCAR-3 ovarian cancer; 7% of 79,000 active
OVCAR-8: OVCAR-8 ovarian cancer; 4.4% of 81,000 active; AID 1794782
OVCAR-5: OVCAR-5 ovarian cancer; AID 1794783; 2.9% of 82,000 active
OVCAR-4: OVCAR-4 ovarian cancer cells; 3.7% of 80,000 active
Active calls of the source: *; nt = not tested or not shown; & = joins results of further samples. The calls were made as follows: active = growth percent below 10; inactive = the rest. Hits appear at their usual frequency; any-hit rate near 9.5%.

SMILES	U251	SK-OV-3	SF-268	DU-145	PC-3	OVCAR-3	OVCAR-8	OVCAR-5	OVCAR-4
CC(C)(C)c1cc(C=Nc2cccc(C(F)(F)F)c2)c(O)c(C(C)(C)C)c1	78	100	90	107	80	95	88	105	97
CC(C)(O)C(O)c1ccccc1 (stereo not given)	98	108	94	105	98	100	102	97	109
Fc1cnccc1C1CC(c2ccc(N3CCNCC3)cc2)=NN1 (stereo not given)	95	85	107	107	70	99	95	111	108
CC1=CC(=O)CC(C)(C)[C@@]1(O)/C=C/[C@@H](C)O	91	113	98	108	101	108	90	103	106
Cc1ccc(C)c(COc2cc(NC(=O)c3ccc4c(c3)OCO4)ccc2N(C)S(C)(=O)=O)c1	13	-21*	21	-40*	27	-21*	25	31	30
COc1ccc(NS(=O)c2ccc(-c3ccccc3)cc2)cc1 (stereo not given)	92	95	87	100	83	103	89	103	103
C=CCn1c(SCC(=O)Nc2ccc(C(=O)/C=C/c3cc4cc(OC)ccc4nc3Cl)cc2)nnc1-c1ccc(Br)cc1	82	96	76	86	68	97	80	99	85
COc1ccc(Nc2nc3ccc(NC(=O)NC4CCCCC4)cc3[nH]c2=O)cc1	86	96	91	107	95	112	91	104	113
Cc1nccc2c3ccc(OCc4cn(-c5ccc(Cl)cc5)nn4)cc3n(CC(C)C)c12	27	24	57	54	17	35	25	44	30
C[C@]12CCC(=O)C=C1CC[C@@H]1[C@@H]2C(=O)C[C@@]2(C)[C@H]1CC[C@]2(O)C(=O)COP(=O)(Nc1ccccc1)Nc1ccccc1	90	114	103	108	100	101	97	100	101
C/C(=N\Nc1nc(-c2ccc(Cl)cc2)cs1)c1nnn(-c2ccc(C(=O)O)cc2)c1C	100	117	96	97	98	103	108	96	95
NC(C(=O)O)(c1ccccc1)c1ccc(Cl)cc1 (stereo not given)	100	94	100	105	95	111	96	104	95
CC(C)(C)[Si](C)(C)OC1[C@@H](CNC(N)=O)O[C@@H](n2cnc3c(NC(=O)Nc4ccccc4)ncnc32)[C@H]1O[Si](C)(C)C(C)(C)C (stereo not given in full)	62	94	48	73	17	61	60	83	50
COc1cc(/C=C/c2cc[n+](C)cc2)ccc1O	94	88	93	108	91	95	97	88	126
COc1ccc(Nc2nc3sc4cc(Cl)c(Cl)cc4n3c(=O)c2C#N)cc1	101	94	103	110	103	107	97	114	92
Cc1[nH][nH]c2nc3nc(=S)sc3c(-c3ccc(F)cc3)c12	94	93	100	109	84	102	96	106	96
NS(=O)(=O)Oc1ccc(NC(=O)C23CC4CC(CC(C4)C2)C3)cc1	80	99	90	94	81	93	85	115	93
Cc1ccc(C2(C)NC(=O)N(CC(=O)Nc3cccc(C)c3)C2=O)cc1 (stereo not given)	99	98	104	110	60	111	105	97	99
N#C/C(=C\c1cccs1)C(=O)Nc1ncc(Cc2ccccc2Cl)s1	92	89	87	84	100	104	91	86	95
COc1ccc(Sc2nc(NC3CCCC3)nc(Sc3ccc(OC)cc3)n2)cc1	66	93	79	99	46	83	79	100	81
COc1ccc(-c2nc3cc(Cl)c(Cl)cc3n2CC(=O)N=Nc2c(O)[nH]c3ccc(Cl)cc23)cc1	17	52	52	-11*	38	nt	45	35	5.4*
CCOC(=O)c1cn2c3c(cccc3c1=O)C(=O)/C(=C/c1ccc(F)cc1)C2	95	81	93	103	94	96	87	99	79
NS(=O)(=O)c1cccc(Nc2nc(SCC(=O)c3ccc(F)cc3)nc3ccccc23)c1	-12*	38	8.2*	9.7*	17	0.4*	16	45	16
COc1cc(/C=C/C(=O)N2CCN(C(=O)/C=C/c3ccc(C(F)(F)F)cc3)CC2)cc(OC)c1OC	95	110	102	119	85	98	91	121	80
Cc1nc(C#N)c(N2CCC(c3nc(Cc4ccc(Cl)cc4)no3)CC2)o1	101	nt	95	103	103	107	102	101	74

Record cards, as listed above. Screens in order: U251	SK-OV-3	SF-268	DU-145	PC-3	OVCAR-3	OVCAR-8	OVCAR-5	OVCAR-4
`Cc1[nH][nH]c2nc3nc(=S)sc3c(-c3ccc(F)cc3)c12` reads 94	93	100	109	84	102	96	106	96
`Fc1cnccc1C1CC(c2ccc(N3CCNCC3)cc2)=NN1` (stereo not given) reads 95	85	107	107	70	99	95	111	108
`C/C(=N\Nc1nc(-c2ccc(Cl)cc2)cs1)c1nnn(-c2ccc(C(=O)O)cc2)c1C` reads 100	117	96	97	98	103	108	96	95

Looked up by compound from above, 4 records:
SMILES	U251	SK-OV-3	SF-268	DU-145	PC-3	OVCAR-3	OVCAR-8	OVCAR-5	OVCAR-4
COc1ccc(-c2nc3cc(Cl)c(Cl)cc3n2CC(=O)N=Nc2c(O)[nH]c3ccc(Cl)cc23)cc1	17	52	52	-11*	38	nt	45	35	5.4*
NS(=O)(=O)c1cccc(Nc2nc(SCC(=O)c3ccc(F)cc3)nc3ccccc23)c1	-12*	38	8.2*	9.7*	17	0.4*	16	45	16
CC1=CC(=O)CC(C)(C)[C@@]1(O)/C=C/[C@@H](C)O	91	113	98	108	101	108	90	103	106
Cc1ccc(C2(C)NC(=O)N(CC(=O)Nc3cccc(C)c3)C2=O)cc1 (stereo not given)	99	98	104	110	60	111	105	97	99

The results go on.
SMILES	U251	SK-OV-3	SF-268	DU-145	PC-3	OVCAR-3	OVCAR-8	OVCAR-5	OVCAR-4
Cc1ccsc1C(NC(=O)c1ccccc1)c1cc(Cl)c2cccnc2c1O (stereo not given)	6.5*	16	32	41	18	19	8.8*	47	32
O=c1[nH]c2ccccc2cc1-c1nnc(-c2ccc(Cl)cc2)o1	98	91	101	107	83	113	103	114	82
Cc1cc(C)c([N+](=O)[O-])c(C)c1	107	115	99	110	150	105	106	104	115
Cc1cc(C)c2c(SC(C)C)nc(N)nc2n1	102	100	87	97	89	99	90	92	88
NCCCc1nnc(CCC(=O)c2nc3ccccc3[nH]2)o1	102	106	115	115	nt	119	110	104	104
CCOC(=O)c1ccc2c(c1)[n+](=O)c(C(=O)c1ccccc1)c(C)n2[O-]	94	98	102	98	62	104	93	117	82
COc1cccc(-c2nn(C(C)(C)C)cc2-c2ccnc(NCCCNS(=O)(=O)c3ccc(C)cc3)c2)c1	nt	113	105	107	102	122	103	105	103
Nc1nc(Cl)nc2c1ncn2C1OC(CO)C(O)C1O (stereo not given)	64&75	68&41	63&58	45&65	68&66	87	29&23	105&90	87&94
O=C(Nc1ccccc1C(=O)O)c1cc([N+](=O)[O-])cc([N+](=O)[O-])c1	86	110	111	124	93	102	96	112	106
COc1cc(C2=NN(C=O)C(c3sc(Cl)nc3Cl)C2)cc(OC)c1OC (stereo not given)	95	83	98	105	87	111	87	109	97
Nc1cn(-c2ccc(F)cc2)nc1NC(=O)N1Cc2nccnc2C1	92	103	99	106	99	108	105	104	86
CCC(CC)C(=O)Oc1c(C(=O)N(C)C)cccc1-c1ccccc1	110	90	98	115	87	104	103	97	103
COC(=O)c1ccc2nc(C)c(C(=O)Nc3ccccc3)nc2c1	99	91	112	120	98	108	103	119	100
O=C(Nc1cccc(C2=NCCN2)c1)Nc1cccc(C2=NCCN2)c1	112&97	105&106	102&103	115&87	102&100	110&103	101&95	100&89	113&101
CSc1ccc(Cl)nn1	101	105	103	117	96	113	105	99	101
COc1cccc(/C=C/c2sc(N3N=C(c4ccc(Cl)cc4)CC3c3cccnc3)nc2C)c1 (stereo not given)	97	95	95	109	nt	111	102	100	100
COc1cc(NCCCCCNCC(C)C)c2ncccc2c1	90	99	109	116	80	104	105	88	87
COc1ccc(/C=C2\N=C(c3ccccc3)N(c3cc(OC)c(OC)cc3C(=O)n3nc(C)cc3C)C2=O)cc1	101	93	101	97	108	101	99	103	96
CC(=O)c1c(C)n(-c2ccccc2)c2c1c(-c1ccccc1)nc1ccccc12	85	86	98	91	86	92	84	86	87
CC(C)(C)OC(=O)N1CCN(c2nc3ccccc3c3c(=O)c4cc(F)ccc4sc23)CC1	95	95	97	107	100	112	97	92	98
CC(=O)OCC1O[C@@H](Oc2ccc3c(c2)CC[C@@H]2[C@@H]3CC[C@]3(C)C(=O)CC[C@@H]23)C(OC(C)=O)[C@@H](OC(C)=O)[C@H]1OC(C)=O (stereo not given in full)	93	116	110	104	101	109	100	120	nt
CC(C)c1ccc(C(=O)O)cc1	99&98	102&104	102&98	113&108	85&88	99&100	101&96	109&104	110&111
Cc1nc(SCC(=O)Nc2nccs2)n(Nc2ccccc2)c1C	102	103	107	116	94	116	95	81	103
CSC1=NC=C(C#N)C2=NC(c3c(Cl)cccc3Cl)NN12 (stereo not given)	nt	100	106	109	101	104	104	97	87
CCOC(=O)c1c(C)oc2ncnc(Nc3ccc(NC(=O)Nc4cccc(Cl)c4)cc3)c12	nt	93	86	71	41	81	50	122	74

Shown with two lines to a compound: entries from further up
Values run as follows: U251, SK-OV-3, SF-268, DU-145, PC-3, OVCAR-3, OVCAR-8, OVCAR-5, OVCAR-4
> COC(=O)c1ccc2nc(C)c(C(=O)Nc3ccccc3)nc2c1
  99, 91, 112, 120, 98, 108, 103, 119, 100
> O=C(Nc1cccc(C2=NCCN2)c1)Nc1cccc(C2=NCCN2)c1
  112&97, 105&106, 102&103, 115&87, 102&100, 110&103, 101&95, 100&89, 113&101
> CSc1ccc(Cl)nn1
  101, 105, 103, 117, 96, 113, 105, 99, 101
> COc1cccc(/C=C/c2sc(N3N=C(c4ccc(Cl)cc4)CC3c3cccnc3)nc2C)c1 (stereo not given)
  97, 95, 95, 109, nt, 111, 102, 100, 100

Next structures follow.
SMILES	U251	SK-OV-3	SF-268	DU-145	PC-3	OVCAR-3	OVCAR-8	OVCAR-5	OVCAR-4
Cn1nc(C#N)c(=O)[nH]c1=O	102	108	102	113	106	108	110	106	116
Nc1nc(SCc2cccnc2)c2[nH]cnc2n1	106	94	97	100	nt	107	105	94	109
Cc1cc(NC(=O)COC(=O)c2cccc(Oc3ccccc3)c2)no1	100	102	96	110	93	94	99	100	99
NCCC(=O)c1ccc(Cl)cc1	105	96	100	108	97	105	101	118	110
CC(C)CCC[C@@H](C)[C@H]1CC[C@H]2[C@@H]3CC[C@]45O[C@H]4C(=O)CC[C@]5(C)[C@H]3CC[C@]12C	92	102	91	104	87	109	98	101	118
C=C(C)[C@@H]1CC[C@]2(COP(=O)(OCC)OCC)CC[C@]3(C)[C@H](CC[C@@H]4[C@@]5(C)CCCNC(C)(C)[C@@H]5CC[C@]43C)[C@@H]12	37	103	50	32	26	54	55	59	23
O=S1(=O)CC2=C1/C=C/CCCC2	104	103	109	108	99	110	104	100	110
Nc1cc(=O)n(C(=O)CSc2ncnc3c2c(-c2ccccc2)c(-c2ccccc2)n3-c2cccc(Cl)c2)[nH]1	100	98	101	107	84	96	93	95	100
Cc1[nH]c(C2CC(c3ccc(C(F)(F)F)c(F)c3)=NN2C)c(C)c1C(=O)NCC(F)(F)F (stereo not given)	97	105	92	96	98	107	95	98	91
Cn1cc(/C=C2\SC(=S)N(N3CCOCC3)C2=O)c2ccccc21	100	90	95	105	102	102	98	101	101
Brc1cccc(-n2ncc3c(Nc4ccc(-c5nnc(Nc6ccccc6)s5)cc4)ncnc32)c1	100	122	99	106	107	111	105	103	89
CC(C)CSc1nc(-c2ccc(F)cc2)c(C#N)c(N2CCCCC2)n1	93	100	91	94	82	93	94	90	97
COc1cc(C2C3=C(COC3=O)N(CCO)c3cc4c(cc32)OCCO4)cc(OC)c1O (stereo not given)	20	24	46	-8.8*	27	-31*	27	87	40
CCOC(=O)c1cncc(C(=O)OCC)c1	99	99	104	107	100	104	99	98	98
Cc1c(Cl)ccc(O)c1[N+](=O)[O-]	100	106	104	111	93	111	107	104	96
O=C(Nc1ccccc1O)c1cccc(Nc2ccnc(C(F)(F)F)c2)c1	101	85	90	104	85	103	94	109	77
O=c1ccc(Cn2c(C(F)(F)F)cc3c(Cl)ncnc32)c[nH]1	99	119	-23*	86	78	-20*	0.7*	126	-2.6*
CCCCCN1C(=O)/C(=c2\sc3n(c2=O)C2C(NN=3)N(CC)C(=O)N2CC)c2cc(C)ccc21 (stereo not given)	91	95	91	100	102	117	86	101	110
CN1CCN(C(=O)[C@]23CCC(C)(C)C[C@H]2C2=CC[C@@H]4[C@@]5(C)CC[C@H](OC(=O)c6cccnc6)C(C)(C)[C@@H]5CC[C@@]4(C)[C@]2(C)CC3)CC1	81	97	79	79	43	71	89	95	64
O=[N+]([O-])c1ccc(Nc2ccccc2)nc1	101	94	100	109	86	112	106	101	119
Cc1ccc2c(c1)C(C)CC2(C)C (stereo not given)	100	97	103	112	92	112	104	92	97
CN1C(=O)N(C)N(Cc2ccccc2)C(=O)N1Cc1ccccc1	nt	97	104	116	97	112	105	110	91
COc1ccc(C(=O)c2c(N)c(C#N)cn2-c2cccnc2Cl)cc1	99	106	97	106	93	112	100	100	111
CCOCCNc1ccc(S(=O)(=O)c2ccc(N)cc2)cc1N	98	105	97	119	111	100	99	103	100
CCN(C(=O)N1CCN(c2cc3c(cc2F)c(=O)c(C(=O)O)cn3C2CC2)CC1)c1nc(-c2ccc(OC)cc2)cs1	39	93	41	44	53	36	47	72	94

(cont.)
SMILES	U251	SK-OV-3	SF-268	DU-145	PC-3	OVCAR-3	OVCAR-8	OVCAR-5	OVCAR-4
COc1cc(-c2nc(SCCCCCC(=O)NO)[nH]c(=O)c2C#N)cc(OC)c1OC	108	107	121	114	105	120	107	120	119
CC(=O)N(O)[C@@H](C)/C=C/c1cccc(Oc2ccc(F)cc2)c1	82	99	77	95	74	92	86	85	71
CC(C)N1C(=O)/C(=c2\sc3n(c2=O)C2C(NN=3)N(C)C(=O)N2C)c2ccccc21 (stereo not given)	48	76	75	84	55	21	80	85	85
C=CCSc1ccc(Br)cc1	89	99	101	110	90	106	99	107	100
N#Cc1c(-c2cn(-c3ccccc3)nc2-c2ccc(OCc3ccccc3)cc2)[nH]c(=O)[nH]c1=O	76	94	90	96	96	88	92	108	100
O=c1c2sc3ccccc3c2nnn1-c1ccccc1	100	96	91	105	96	107	100	89	97
Brc1cccc(/C=N/Nc2ncnc3sc4c(c23)CCNC4)c1	94	108	106	107	82	112	89	108	100
O=C(CSc1nc2sc3c(c2c(=O)n1-c1ccc(Cl)cc1)CCCC3)NNC(=O)c1ccc(Br)cc1	27	81	85	97	72	112	34	59	64
